# Screens deposited in PubChem BioAssay by several laboratories.
# OPRM1-OPRD1 inv: inverse agonists of MOR-DOR heterodimerization, primary screen, cell-based, luminescence | AID 504357, 2011 | inhibition, % at 9.3 µM | cell-based MOR-DOR heterodimer luminescence, inverse agonism | hit rate 0.21% among 340,000 | Mu-type opioid receptor (Homo sapiens) + Delta-type opioid receptor (Homo sapiens), …; in the data active means inhibition above about 22%, passing the limit was not always enough;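 further: 0% = cells with DMSO and 100% = wells without cells with DMSO; values of inactives mirror those of a sister screen read the other way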
# HTR5A inv ctr: HTR5A inverse agonists in luminescence cell assay, primary screen, counter-screen for OPRM1-OPRD1 heterodimer inverse agonist project, full-deck HTS; 5-hydroxytryptamine receptor 5A (Homo sapiens), P47898; AID 504634, 2011; hit rate 0.083% among 340,000; HTR5A cell line, inverse agonism; inhibition, % at 9.3 µM; in the data active means inhibition mostly above about 23%, no sharp cut-off; inactive means mostly below about 18%;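 further: 0% = cells with DMSO and 100% = no-cell wells with DMSO; some compounds called inactive have numbers as strong as hits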
# Target sequence (P47898 whole entry, looked up): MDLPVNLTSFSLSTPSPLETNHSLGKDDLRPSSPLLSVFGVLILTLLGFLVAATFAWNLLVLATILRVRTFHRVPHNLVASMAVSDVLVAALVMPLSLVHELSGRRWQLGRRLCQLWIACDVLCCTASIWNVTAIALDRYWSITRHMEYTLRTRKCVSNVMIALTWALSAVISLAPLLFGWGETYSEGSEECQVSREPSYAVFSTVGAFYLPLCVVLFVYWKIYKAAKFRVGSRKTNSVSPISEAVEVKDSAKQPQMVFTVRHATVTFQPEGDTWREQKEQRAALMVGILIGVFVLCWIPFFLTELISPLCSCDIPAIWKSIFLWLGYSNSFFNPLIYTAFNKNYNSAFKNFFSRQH
# MOR-DOR ag: agonists of OPRM1-OPRD1 heterodimerization, primary screen, cell-based, luminescence | Mu-type opioid receptor (Homo sapiens) + Delta-type opioid receptor (Homo sapiens), … | cells | activation, % at 9.3 µM | hit rate 0.3% among 340,000; in the data active means activation above about 18%;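 further: 0% = vehicle-treated cells and 100% = reference agonist; values of inactives mirror those of a sister screen read the other way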
# CAL PDZ FP: untagged CAL PDZ binding inhibitors, primary screen, biochemical, fluorescence polarization, HTS | Golgi-associated PDZ and coiled-coil motif-containing protein (Homo sapiens), Q9HD26 | purified CAL PDZ, TMR-peptide fluorescence polarization, 1 h | inhibition, % at 24.9 µM | hit rate 0.92% among 300,000 | AID 602252, 2012;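 active means mean inhibition of at least 30% with at least half of replicates also reaching 30%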;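 further: 0% = DMSO neutral control and 100% = excess unlabeled competitor peptide PRC23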
# LANA DNA inh: inhibitors of KSHV C-LANA binding to DNA, primary screen, biochemical, fluorescence polarization, FAM-LBS DNA, MBP-C-LANA, single point; inhibition, % at 9 µM; hit rate 0.078% among 340,000; Kaposi's sarcoma herpesvirus LANA C-terminal domain (residues 932-1162) DNA binding;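 active means highest replicate inhibition at or above 60% at 9 µM, even if other replicates fall short; inactive means all replicates below 60% inhibition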;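 further: 0% = neutral control wells and 100% = 4 µM acridine orange control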
# Cardiac RTF inh: cardiac RTF calcium sensitivity inhibitors, primary screen, biochemical, IANBD-TnC fluorescence, EC70 calcium. IANBD-labeled cardiac RTF, Ca2+ fluorescence. Troponin I, cardiac muscle (Homo sapiens) + Troponin T, cardiac muscle (Homo sapiens) + …. inhibition, % at 7.15 µM. hit rate 0.12% among 340,000;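 active means inhibition above the mean inhibition of all tested compounds plus 3 SD, cut at about 17% in these data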;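 further: assay run at fixed EC70 calcium of 1.6 mM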
# cardiac RTF act: cardiac RTF calcium sensitivity activators, primary screen, biochemical, IANBD-TnC fluorescence, EC20 calcium. Troponin I, cardiac muscle (Homo sapiens) + Troponin T, cardiac muscle (Homo sapiens) + …. IANBD-labeled TnC RTF fluorescence at EC20 calcium; 0% EC20 calcium, 100% full calcium. activation, % at 7.2 µM. hit rate 0.24% among 340,000. AID 493008, 2010;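 active means activation above the mean over all tested compounds plus 3 SD, cut at about 30% in these data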;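 further: rise in fluorescence read as greater calcium sensitivity of cardiac thin filaments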
# V-ATPase pHluor: regulators of yeast V-ATPase proton pumping, primary screen, pHLuorin cytosolic pH fluorescence; S. cerevisiae; response, % at 10 µM; hit rate 0.37% among 350,000; AID 504577, 2011; in the data active means response mostly above about 7.3%, no sharp cut-off; inactive means mostly below about 5.4%; further: actives read high; inactives centre near 0; some compounds called inactive have numbers as strong as hits; reference of the scale not given here
# Keap1-Nrf2 PPI: Keap1-Nrf2 protein-protein interaction inhibitors, primary screen, biochemical, fluorescence polarization, single point; AID 504523, 2011; hit rate 0.15% among 340,000; inhibition, % at 9.4 µM; Kelch-like ECH-associated protein 1 (Homo sapiens), Q14145; Keap1 Kelch-Nrf2 peptide fluorescence polarization, 1536-well; in the data active means inhibition above about 12%;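 further: human Keap1 Kelch domain with fluorescein labeled Nrf2 9mer peptide probe; 0% = neutral control wells and 100% = peptide positive control; higher means more block of Keap1 binding to Nrf2 peptide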
# Target sequence (Q14145 whole entry, looked up, the tested form may be a part): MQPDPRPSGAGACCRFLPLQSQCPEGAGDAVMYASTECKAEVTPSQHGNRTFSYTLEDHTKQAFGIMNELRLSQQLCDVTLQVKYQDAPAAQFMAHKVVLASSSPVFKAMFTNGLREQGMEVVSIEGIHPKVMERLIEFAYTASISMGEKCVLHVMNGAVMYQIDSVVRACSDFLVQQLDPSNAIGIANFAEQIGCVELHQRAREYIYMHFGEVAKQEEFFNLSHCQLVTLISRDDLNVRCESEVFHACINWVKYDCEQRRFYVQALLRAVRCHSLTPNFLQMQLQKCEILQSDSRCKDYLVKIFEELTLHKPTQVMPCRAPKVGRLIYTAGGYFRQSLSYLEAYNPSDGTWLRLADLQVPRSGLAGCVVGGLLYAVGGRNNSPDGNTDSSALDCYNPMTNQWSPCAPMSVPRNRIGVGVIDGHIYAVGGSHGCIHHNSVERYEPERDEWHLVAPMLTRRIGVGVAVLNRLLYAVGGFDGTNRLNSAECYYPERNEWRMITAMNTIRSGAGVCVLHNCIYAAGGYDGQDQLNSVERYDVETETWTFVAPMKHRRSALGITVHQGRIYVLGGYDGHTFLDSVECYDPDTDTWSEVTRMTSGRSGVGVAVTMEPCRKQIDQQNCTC
# HTR5A ag ctr: HTR5A agonists in luminescence cell assay, primary screen, counter-screen for OPRM1-OPRD1 heterodimer agonist project, full-deck HTS. 5-hydroxytryptamine receptor 5A (Homo sapiens), P47898. cell-based. activation, % at 9.3 µM. hit rate 0.61% among 340,000. AID 504692, 2011; in the data active means activation mostly above about 9.5%, no sharp cut-off; inactive means mostly below about 7.6%;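 further: 0% = cells with vehicle only and 100% = reference agonist; strong numbers were not always called active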
# * marks the source's active call; other numbers are inactive results; x = no result given.
entry	compound	HTR5A ag ctr	HTR5A inv ctr	MOR-DOR ag	Keap1-Nrf2 PPI	OPRM1-OPRD1 inv	LANA DNA inh	cardiac RTF act	Cardiac RTF inh	CAL PDZ FP	V-ATPase pHluor
1	CC1CC(C)CN(CCCOc2ccccc2[N+](=O)[O-])C1 (configuration not stated)	1.3	-4.8	-2.1	-2.2	10.9	-1.2	-1.4	-7.0	-2.5	-2.2
2	CCOC(=O)C(NC(C)=O)(Nc1ccc(S(=O)(=O)Nc2ncccn2)cc1)C(F)(F)F (configuration not stated)	-2.5	6.9	-3.0	-6.6	16.0	0.4	0.0	3.0	1.7	0.9
3	CCc1ccc(CN(C)C(=O)c2cc(COc3c(F)cccc3F)on2)cc1	0.5	-6.7	3.9	-2.0	-19.0	-1.1	0.1	-6.1	-0.9	4.8
4	O=C(NN=Cc1ccc(O)cc1)c1ccccc1NS(=O)(=O)c1cccs1	-7.3	17.9	0.7	3.6	-2.8	-1.0	4.5	0.1	8.1	1.5
5	CC(C)(C)n1nnnc1C(c1cccc(C(F)(F)F)c1)N1CCOCC1 (configuration not stated)	-0.1	-0.4	1.0	0.7	-5.8	-2.6	3.5	-4.8	-3.4	1.7
6	COc1ccc(C(=O)Nc2ccc(C(=O)N3CCCCC3C)cc2)c(OC)c1OC (configuration not stated)	3.0	6.7	-2.5	-1.7	13.5	-1.5	-1.8	-0.1	-5.2	-0.7
7	CNc1ccc(C(=O)OCC(=O)Nc2ccnn2C(C)C)cc1[N+](=O)[O-]	-7.2	17.6	-0.8	6.4	3.4	1.0	0.9	-2.7	-4.4	0.4
8	COC(=O)/C(=C/c1c[nH]c2ccccc12)[N+](=O)[O-]	-3.7	1.1	2.1	-3.0	-12.6	-1.0	-0.9	-5.7	-3.7	-1.5
9	COc1ccc(/C=N/NC(=O)c2cccnc2)cc1COc1ccc(NC(C)=O)cc1	-3.9	-2.4	-4.0	4.5	20.4	2.0	1.8	1.6	-1.3	-2.2
10	COC(=O)Nc1ccc(S(=O)(=O)N2CCC(C(=O)N3CCCC(C)C3)CC2)cc1 (configuration not stated)	5.9	6.7	-0.2	-4.4	1.3	-0.8	9.2	-7.2	x	4.3
11	S=c1[nH]c2ccccc2n2cccc12	-0.8	3.0	-0.9	-3.7	4.2	1.3	1.0	1.0	-2.2	1.7
12	O=C(Cc1coc2ccc3ccccc3c12)Nc1nccs1	1.2	-45.7	2.7	5.5	-15.7	1.3	-7.2	-6.3	-1.5	-7.2
13	Cc1[nH]nc2c1C1(CCN(Cc3ccccc3)CC1)C(C#N)=C(N)O2	3.5	-12.2	-2.3	2.5	12.4	7.8	9.4	-10.0	x	-3.5
14	CSCC(=O)Nc1ccc(F)c(Cl)c1	7.5	-2.5	-1.1	0.1	6.0	-6.1	-0.5	-4.2	x	2.4
15	Cc1c(C2(O)CCCCC2)[nH]c2cnccc12	4.3	-0.8	-2.7	-7.7	12.3	0.4	0.7	-36.5	-0.8	9.9
16	CCN(CC)CC(=O)n1c2c(c3ccccc31)CCCC2	2.9	2.7	-2.6	-0.6	14.4	-1.1	-2.2	0.9	-6.1	-2.9
17	Cc1cc(C)nc(-n2ncc3c2CCCC3=O)n1	-3.2	-5.5	0.7	1.6	-4.9	-1.3	10.9	-3.4	4.3	-5.0
18	O=C(NCC(=O)N1CCN(Cc2c(F)cccc2Cl)CC1)c1cccc(Cl)c1	-4.4	10.7	-4.4	-4.1	22.8	0.3	-0.1	-0.6	5.7	-4.2
19	O=C(C[C@H]1C[C@H](C(=O)N2CCOCC2)[C@@]2(CCC3CCCC3)c3[nH]c4ccc(Cl)cc4c3CCN2C1=O)NCc1ccco1	1.3	-4.5	-3.8	-2.6	18.7	0.0	-1.9	-2.1	5.0	0.1
20	O=C(O)c1ccc(-c2noc(-c3cccc(C(F)(F)F)c3)n2)cc1	1.2	-3.0	-2.5	0.1	13.7	0.4	6.5	7.6	-6.0	0.1
21	CC(OC(=O)CCCSc1nc2ccccc2s1)C(=O)NC(N)=O (configuration not stated)	6.3	-17.6	-0.7	1.1	3.6	-2.8	6.2	7.8	24.7	2.2
22	CCC(C)(C)C1CCC2(CC1)NC(=O)N(CC(=O)NCCc1ccc(OC)c(OC)c1)C2=O (configuration not stated)	1.6	-4.5	-2.8	2.0	11.7	-0.7	-0.1	1.0	-1.5	-5.4
23	O=C(COC(=O)c1ccccc1N1C(=O)C2C3CCC(C3)C2C1=O)c1ccccc1 (configuration not stated)	4.2	-10.8	-0.5	-1.6	2.3	-1.1	-5.2	-52.2	-5.9	0.6
24	COCCNC(=O)CN1C(=O)NC2(CCOc3ccccc32)C1=O (configuration not stated)	1.0	-3.0	-0.4	-1.8	2.9	0.2	-1.7	-12.5	-3.5	0.2
25	Cc1ccc(C)c(C(=O)CCC(=O)O)c1	5.5	-20.1	-2.1	-6.5	10.7	1.6	-0.1	-10.5	-2.3	1.5
26	O=C(NCCOc1ccccc1)C(c1ccccc1)c1ccccc1	2.1	-17.0	-0.5	-0.7	3.1	0.9	-6.7	-1.4	-2.0	3.0
27	Cn1c(=N)n(CC(=O)O)c2ccccc21	0.3	12.5	0.6	-1.8	-2.4	0.0	3.4	-7.2	-3.1	0.4
28	C/C(=N\NS(=O)(=O)c1ccccc1)c1cccc(NC(=O)c2cccc(Cl)c2)c1	7.5	-25.9	-0.9	-0.6	4.7	-0.4	3.2	3.7	-6.2	-0.7
29	CC(C)(C)NC(=O)NCc1cccnc1	-0.1	-1.7	-1.9	0.2	9.4	0.3	-3.7	2.1	-6.2	-4.0
30	S=C(Nc1ccc(Oc2ccc(NC(=S)NC3CCCCC3)cc2)cc1)NC1CCCCC1	1.9	-6.8	1.1	-9.6	-6.0	-3.1	1.9	-8.6	-2.5	-0.9
31	CC1(C)Oc2ccc3ccc(=O)oc3c2C[C@H]1O[C@@H]1O[C@H](CO)[C@@H](O)[C@H](O)[C@H]1O	6.4	-18.8	-3.3	-5.2	19.3	-0.6	0.5	6.2	2.8	-4.7
32	O=C(CCN1CCOCC1)NCC1COc2ccccc2O1 (configuration not stated)	-4.1	-0.4	-3.1	-1.6	17.4	-0.9	3.4	-1.8	-1.1	7.6
33	Cc1cccc(N2CC(C(=O)Nc3ccc(N4CCOCC4)cc3)CC2=O)c1C (configuration not stated)	-4.6	16.4	-2.8	-3.1	14.6	0.4	-5.2	7.4	x	-2.0
34	NS(=O)(=O)c1ccc(CCNC(=O)CSCC(=O)Nc2ccc(Cl)cc2)cc1	-1.7	4.0	-1.6	3.7	6.7	-1.7	-1.2	3.1	-4.1	-5.1
35	CCc1ccc(NC2=CC(=O)CC(c3ccco3)C2)cc1 (configuration not stated)	2.3	-6.2	-1.4	-1.6	8.4	-0.4	-7.5	10.5	49.5*	2.3
36	COc1ccc(CNc2oc(COc3ccccc3)nc2C#N)cc1	0.6	10.4	8.5	-3.3	-46.1	-2.0	18.1	-6.4	-1.9	x
37	COc1ccc(-n2nc([N+](=O)[O-])c(=NCCC3=CCCCC3)n2O)cc1	4.1	-42.2	16.0	2.1	-72.9	-0.6	-0.6	0.0	3.3	0.7
38	O=S(c1ccc2ccccc2c1)c1cnns1 (configuration not stated)	-1.3	3.2	-0.5	0.4	2.2	-0.3	3.9	-7.0	-4.7	-0.8
39	Cc1ccccc1NC(=O)c1ccc2c(c1)N(C)CCS2	0.6	-12.4	0.9	-1.4	-5.1	0.7	-0.1	-5.7	x	0.0
40	COc1cccc(C(=O)NC(=S)Nc2ccc(N(C)C)cc2)c1	1.3	-7.8	0.5	3.1	-2.5	-0.5	-0.2	-2.9	-1.5	-3.0
41	CNC(CC(=O)c1ccc([N+](=O)[O-])cc1)C(Cl)(Cl)Cl (configuration not stated)	-3.5	12.6	5.8	-0.5	-30.2	1.4	-4.8	2.7	0.6	68.6*
42	CCc1cccc(OCC(=O)Nc2ccc(S(=O)(=O)Nc3onc(C)c3C)cc2)c1	-0.2	0.5	-4.0	-1.7	20.3	0.6	5.8	1.4	-8.6	-3.7
43	Cc1nc(-n2nnc3cc(C)c(C)cc32)c2c3c(sc2n1)CCCC3	6.0	-16.6	0.4	0.1	-1.6	0.9	3.5	-7.4	-4.2	3.1
44	COc1ccc(CNC(=O)CCOc2ccc(C(C)(C)C)cc2)cc1	-1.0	3.0	2.2	-3.2	-12.8	-0.8	2.3	-6.0	-4.4	1.3
45	COc1cccc(CNC(=O)CCNS(=O)(=O)c2cccc3nonc23)c1	0.4	-1.0	0.3	-7.6	-2.3	-1.5	4.2	6.1	5.5	5.0
46	O=C(COC(=O)/C=C/c1cccs1)Nc1cccc(S(=O)(=O)N2CCOCC2)c1	-0.2	0.5	-0.7	-1.3	3.4	-0.3	-6.4	1.6	5.1	-1.6
47	COc1cc(OC)cc(-c2c(-c3cccs3)c3cc(-c4ccc(OC)cc4F)ccc3n2C)c1	-3.7	-11.6	-2.5	-2.6	13.5	-0.4	5.2	4.8	0.7	-5.6
48	Cc1cccc(C)c1OCc1cc(C(=O)N2CCC(c3ccncc3)CC2)no1	1.3	-1.7	0.4	2.2	-2.0	0.1	7.9	-2.9	-2.3	-0.5
49	NS(=O)(=O)c1ccc(N/N=C/c2ccccn2)c([N+](=O)[O-])c1	-3.5	9.7	0.6	-4.3	-2.6	4.0	4.0	2.4	-2.5	-0.4
50	COc1ccc(-c2nnn(CC(=O)N(CCCO)C(C(=O)NC3CCCC3)c3ccc(F)cc3)n2)cc1 (configuration not stated)	0.5	-1.8	-2.2	-7.8	10.8	-0.1	8.0	0.0	-4.6	1.4
51	COc1cccc2c1OC1(C)CC2N(C(=O)c2ccco2)C(=S)N1c1ccc(F)cc1 (configuration not stated)	4.0	5.7	-2.5	-0.6	14.6	1.6	6.9	7.1	-3.8	-0.1
52	COc1cccc(C2NC(=S)NC3=C2CCc2ccccc23)c1 (configuration not stated)	-13.3	35.5	-0.5	0.2	3.2	-0.3	2.5	-2.9	-0.5	-0.2
